Bioassay records (PubChem)
FN deposit inh: inhibitors of fibronectin matrix deposition, primary screen, AH1F cells, Alexa488-fibronectin fluorescence, plate reader. hit rate 0.086% among 350,000. inhibition, % at 12.6 µM. AH1F fibroblasts, overnight;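 active means mean inhibition across replicates of 30% or more, regardless of how many single replicates reach that level; inconclusive means mean under 30% yet at least half of replicates reach 30%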;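 further: positive control wells lacked labelled fibronectin entirely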
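test system = AH1F fibroblasts assembling fluorescent fibronectin matrix | quantity = 10000 AH1F cells per well | buffer or medium = DMEM plus 2% serum, read in PBS | doses = single dose, pinned | incubation = 1 h cell attachment, overnight exposure to compound and label | detection = fluorescence at 485 nm excitation, 525 nm emission | read-out basis = inhibition from reduced deposited-fibronectin fluorescence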
miR122 inh: miR-122 Renilla sensor signal increase in Huh7, primary screen, miR-122 inhibitor project, cell-based, single point, plate reader | Huh7 miR-122 Renilla luciferase sensor, 48 h; neutral wells = 0, positive control = 100 | activation (reporter increase), % at 12.5 µM | hit rate 0.3% among 340,000 | AID 602342, 2012;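 active means mean replicate activation score at least 90 and every replicate individually at or above 90; inconclusive means only one of the two criteria met; inactive means neither criterion met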;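 further: higher luciferase means less miR-122 activity so hits act as miR-122 inhibitors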
GSIS activator: GLuc luminescence reporter in INS-1E cells, primary screen for activators of glucose-dependent secretion of insulin; INS-1E GLuc reporter insulin secretion, 2-3 h; activation, % at 16.6 µM; hit rate 0.61% among 370,000;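 active means lowest replicate activation of at least 40%, so every replicate reaches that level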;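 further: 0% = median of neutral control wells and 100% = median of IBMX positive control wells; some compounds called inactive have numbers as strong as hits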
CFTR F508del cor: F508del CFTR correction, initial screen, CFBE line, single point. CFBE cells, YFP halide quenching; stimulated with forskolin plus potentiator P3; % fluorescence drop versus neutral controls. hit rate 0.36% among 350,000. activity (quench increase), % at 7.58 µM;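 active means mean added fluorescence quench of at least 8% versus neutral control, with both replicates also reaching 8%; inconclusive means only one of the mean or replicate conditions met; inactive means mean below 8% and not both replicates reaching 8%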;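 further: cells transiently co-express mutant CFTR-F508del with the halide-sensitive YFP; corrector assay measuring rescue of mutant channel to the surface after 24 h compound exposure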
EWS-Fli block: EWS/Fli-driven NR0B1 reporter inhibitors, primary screen, A673 cells, NR0B1 luciferase, luminescence, MLPCN library. viability-normalised. inhibition, % at 12.6 µM. hit rate 0.67% among 350,000. AID 651661, 2012;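 active means mean inhibition of at least 50% after viability correction, with every replicate also passing that limit; inconclusive means mean reaches 50% but only one of two replicates passes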;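 further: firefly luciferase signal divided by Alamar Blue viability fluorescence both relative to DMSO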
PAX8 inh HTS: inhibitors of PAX8-driven TPO luciferase reporter, primary screen, RMG-I cells, single concentration. SteadyGlo, 24 h. inhibition, % at 12.6 µM. hit rate 1.2% among 360,000. AID 652154, 2013;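 active means mean replicate inhibition at least 60% with every replicate also reaching 60%; inconclusive means only one of the two criteria is met; inactive means mean below 60% and not all replicates reaching 60%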;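 further: luciferase light reporting Pax8 driven TPO promoter activity; plate controls were median of neutral control wells for no effect and mitoxantrone controls for full effect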
DENV2 CPE rescue: inhibitors of DENV2 cytopathic effect, primary screen, cell-based, plate reader, single concentration; DENV2-infected cells, cytopathic effect rescue; CPE inhibition, % at 9.99 µM; hit rate 1.7% among 350,000; in the data active means CPE inhibition above about 20%, passing the limit was not always enough; inconclusive means no clear call, values can overlap the other calls; tested in BHK-21 cells;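 further: 0% = median of neutral control wells and 100% = median of positive control wells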
The depositor's hits bear a star; ? = inconclusive; . = not tested or not shown; & = joins results of further samples; [ ] = dose if it differs, or a comment.

SMILES	FN deposit inh	miR122 inh	GSIS activator	CFTR F508del cor	EWS-Fli block	PAX8 inh HTS	DENV2 CPE rescue
COc1ccc(-n2nc3c(N4CCC(C(=O)NCc5cccc(C)c5)CC4)nnc(C)c3c2C)cc1	3	.	-2	-4.8	.	102*	-4
O=C(C[C@H]1C=C[C@H](NC(=O)c2ccncc2)[C@H](CO)O1)NCCc1ccncc1	-13	.	13	-1.5	2	.	-2
Cc1nc(C)n(C(Oc2ccc(Cl)cc2Cl)C(=O)C(C)(C)C)n1 (configuration not stated)	-7	1	-35	0.7	-7	2	-1
C[C@@H](NC(=O)C[C@@H]1C[C@H]2c3cc(N(C)C)ccc3O[C@H]2[C@@H](CO)O1)c1ccccc1	.	-2[16.7 µM]	-3	1.7	1	-8	-1
Cc1ccc(-c2csc3nc(C(C)C)oc(=O)c23)c(C)c1	6	12	-7	-2.4	7	-1	?
CC(NC(=S)N1CCOCC1)c1ccccc1 (configuration not stated)	-1	-3	10	.	.	11	.
CCCCCCCNC(=O)C1(CC2CC(c3ccccc3)=NO2)CCN(C(=O)OC(C)(C)C)CC1 (configuration not stated)	-15	-4	6	0.3	-86	4	0
CCCCOP(=O)(c1ccc(N(C)C)cc1)C(O)c1ccc(OC)c(OC)c1 (configuration not stated)	2	.	.	1.8	-35	6	7
Cc1ccc(S(=O)(=O)N2CCCc3nc(-c4ccccc4)ccc32)cc1	3	.	.	3.8	0	10	7
CSc1nsc(SC)c1-c1ccc(Cl)cc1	8	-5	.	-1.3	5	10	-6
COCCN(CC1CCCN(C2Cc3ccccc3C2)C1)C(=O)c1ccc(C(C)=O)cc1 (configuration not stated)	-5	-2	-4	2.8	4	15	9
Cc1noc(C)c1NC(=O)N(C)C[C@@H]1Oc2ccc(NC(=O)CCCCCC(=O)Nc3ccccc3N)cc2CC(=O)N([C@H](C)CO)C[C@@H]1C	2	1[16.7 µM]	8	-0.2	-5	19	-6
O=C1CC(c2ccccc2)CC2=C1C=Nc1ccccc1N2 (configuration not stated)	4	.	10	9.2*	12	9	-1
CN(CC(=O)Nc1cccc(F)c1)C(=O)c1ccccc1CCc1ccccc1	4	.	-13	-0.3	7	1	69*
O=C(NCc1ccccn1)c1cccc(NS(=O)(=O)c2ccc(Br)cc2)c1	1	5	-2	-0.6	-2	-4	-7
CN(CC(O)CON=C1c2ccccc2-c2ccccc21)S(=O)(=O)c1ccc(Br)cc1 (configuration not stated)	5	-4	-16	.	.	37	.
CC1=C(C(=O)N2CCCCCC2)CC(CC(=O)NCCc2ccccn2)C(=O)N1Cc1ccc(F)cc1 (configuration not stated)	-3	.	-14	-3.3	-7	10	-1
COc1ccc(NC(=O)CN2CCN(c3ccccc3)CC2)cc1	-11	2	1	1.5	7	-1	3
O=C(C[C@H]1CC[C@H]2[C@@H](COC[C@@H](O)CN2C(=O)Nc2ccc(F)cc2)O1)NC1CCC1	-23	-2[16.7 µM]	-7	-0.4	.	.	?
C[C@@H]1CN([C@@H](C)CO)C(=O)Cc2cc(NS(=O)(=O)c3cccs3)ccc2O[C@H]1CN(C)C(=O)NC1CCCCC1	-5	-1[16.7 µM]	10	-1.4	-6	.	-4
O=C(OCC(=O)N1CCCC1)c1ccc(Cl)nc1	-3	-7	25	-0.4	-5	-21	-1
O=C(C[C@H]1CC[C@@H](NC(=O)C2CC2)[C@H](CO)O1)NCc1ccccc1Cl	9	.	0	-2.3	2	-6	-3
CC[C@]12c3[nH]c4cc(-c5ccco5)ccc4c3CCN1C(=O)[C@@H](CC(=O)NCCCn1ccnc1)C[C@@H]2C(=O)N1CCN(C(=O)C2CC2)CC1	.	-1	14	3.1	-8	9	-2
CCC(=O)N1CCc2cc(Br)c(S(=O)(=O)NCCN3CCCCC3CC)cc21 (configuration not stated)	17	.	4	0.0	-3	4	9
CCOc1ccc(CCNc2nc3c(c(=O)n(C)c(=O)n3C)n2CC)cc1OCC	11	-2	-1	.	.	.	.
COc1ccc(OC2C(=O)N(c3ccc(C)c(C)c3)C2c2ccc(OC)c(OC)c2)cc1 (configuration not stated)	-3	20	2	2.2	-17	13	4
CC1(C)NC(=O)N(CCOCCOc2ccccc2-c2ccccc2)C1=O	1	5	-6	1.9	10	2	.
CN(CC(=O)Nc1ccccc1C(F)(F)F)C(=O)c1ccc(N2C(=O)CCC2=O)cc1	5	-1	10	1.4	-3	-3	2
COc1ccc(NC(=O)Nc2cccc3c2O[C@@H](CN(C)S(=O)(=O)c2ccc(OC)cc2)[C@@H](C)CN([C@H](C)CO)C3=O)cc1	.	21[16.7 µM]	-6	-1.9	-7	-15	7
C[C@H]1CN([C@@H](C)CO)C(=O)c2cccc(NS(=O)(=O)c3ccccc3)c2O[C@@H]1CN(C)S(=O)(=O)c1cccs1	.	1[16.7 µM]	14	1.8	-1	.	?
COC(=O)C[C@@H]1C=C[C@@H](N)[C@H](CO)O1	-12	.	19	-1.1	.	.	.
CC(C)CN(C(=O)COC(=O)CSc1ccccc1)c1c(N)n(Cc2ccccc2)c(=O)[nH]c1=O	0	.	29	2.0	2	-6	3
CN1C(=O)c2cc(NC(=O)c3ccc(F)c(F)c3)ccc2OC[C@@H]2O[C@H](CC(=O)N3CCOCC3)CC[C@H]21	0	-18[16.7 µM]	-12	-1.2	-4	-1	1
COc1ccc(/C=C2\SC(=O)N(CC(=O)NC3C=CS(=O)(=O)C3)C2=O)cc1 (configuration not stated)	-7	-5	17	-1.2	.	0	-4
Cc1cc(NC(=O)CSCC(=O)Nc2nc3ccc(F)cc3s2)no1	5	0	7	-5.0	-2	-16	2
CCn1cc(C(=O)NCCCN2CCCC2)c(=O)c2cc(S(=O)(=O)N3CCc4ccccc4C3)ccc21	-4	.	.	0.7	2	10	3
CN(C)c1cccc(C(=O)OCC(=O)N(C)c2ccccc2)c1	-1	3	-1	2.1	-9	3	-4
CC(c1ccccc1)n1c(SCC(=O)Nc2ccccc2)n[nH]c1=O (configuration not stated)	-1	-6	4	1.4	18	13	4
C[C@@H]1CN([C@@H](C)CO)C(=O)c2cc(-c3ccccc3F)cnc2O[C@H]1CN(C)C(=O)CN(C)C	2	1[16.7 µM]	9	-2.2	-23	.	-8
COc1cc2oc(=O)cc(CN3CCN(c4ccccc4F)CC3)c2cc1Cl	-14	-8	28	3.5	-1	0	17
COc1ccc(CNC(=O)[C@@H](C)NC(=O)C2CCN(C(=O)[C@@H](N)CCSC)CC2)cc1	.	-8	6	-4.6	2	.	?
COc1ccc(CNC(=O)C[C@@H]2C=C[C@@H](NC(=O)Nc3ccc4c(c3)OCO4)[C@H](CO)O2)cc1	2	.	1	-0.6	-4	-12	-6
CCCCCN(C(=O)CCC(=O)OCC(=O)Nc1ccc(C)cc1F)c1c(N)n(CCCC)c(=O)[nH]c1=O	3	-4	-55	-2.3	-3	7	-2
CCOC(=O)N/N=C/c1ccc(F)cc1	.	4	10	-0.5	-16	.	.
C[C@H](CO)N1C[C@H](C)[C@H](CN(C)S(C)(=O)=O)Oc2ncc(/C=C/c3ccccc3)cc2C1=O	0	14&12[16.7 µM]	6	1.6&-1.0	-5&-8	.	0&-9

Printed as active in DENV2 CPE rescue (from the list above):
mol	miR122 inh	GSIS activator	CFTR F508del cor	DENV2 CPE rescue
CN(CC(=O)Nc1cccc(F)c1)C(=O)c1ccccc1CCc1ccccc1	.	-13	-0.3	69*

Next entries
SMILES	FN deposit inh	miR122 inh	GSIS activator	CFTR F508del cor	EWS-Fli block	PAX8 inh HTS	DENV2 CPE rescue
CC(=O)N1CCCc2cc(S(=O)(=O)CCC(=O)N3CCN(c4ccccc4)CC3)ccc21	-10	10	-2	-1.7	4	12	-6
CCCc1nnc(NC(=O)CCC(=O)N2CCC(Cc3ccccc3)CC2)s1	-7	-1	-5	-0.8	.	4	0
CC(C)Nc1nc(NC(C)(C)C)nc(Oc2ccc(=O)n(C)n2)n1	3	-4	41*	1.7	10	-12	2
CCOC(=O)c1sc(NC(=O)CN2CC(C)OC(C)C2)nc1C (configuration not stated)	-6	.	-5	0.9	-7	7	-3
CCn1c(C)cc(/C=C2/NC(=O)N(Cc3ccccc3F)C2=O)c1C	.	-11	-2	0.2	1	-6	.
CC(NC(=S)NC(=O)c1cccs1)c1ccccc1 (configuration not stated)	-2	-4	-33	3.3	1	-10	-2
S=C(Nc1ccccc1)Nn1cnnc1	-10	5	39	.	.	-11	.
CC(C)(C)n1nnnc1C(c1cccnc1)N(Cc1ccccc1)Cc1cccs1 (configuration not stated)	-3	24	.	.	.	30	.
COc1ccccc1-c1ccc2n(c1=O)C[C@@H]1[C@@H](CO)[C@H](C(=O)O)N(C(=O)c3cccnc3)[C@H]21	.	7[16.7 µM]	10	6.2	-2	-18	-12
C[C@H]1CN([C@@H](C)CO)C(=O)CCCn2nncc2CO[C@@H]1CN(C)S(=O)(=O)c1ccc(Oc2ccccc2)cc1	10	6[16.7 µM]	-6	2.2	3	14	-4
Cc1cc(=O)oc2cc(OC(C)C(=O)Nc3nccs3)ccc12 (configuration not stated)	0	-2	.	.	.	-18	.
O=C(NCCCN1CCOCC1)c1ccc(Sc2ccccc2Cl)c([N+](=O)[O-])c1	8	.	-8	.	.	15	.
CNC(=O)CN1C(=O)c2ccccc2S1(=O)=O	-6	0	8	-1.7	-4	6	-3
COc1ccc(N2CCN(C(=O)c3ccc(COc4ccc5c(C)cc(=O)oc5c4)cc3)CC2)cc1	.	.	3	-1.3	-3	-6	11
CC(C)OC(=O)C1=C2SCC(=O)N2C(N)=C(C#N)C1	2	4	.	.	.	17	.
O=C(COc1ccc2ccc(=O)oc2c1)NCCCN1CCCC1=O	4	-5	16	1.3	6	3	4
CC(OC(=O)c1ccc2c(=O)n3c(nc2c1)CCC3)C(=O)NC1CCCCC1C (configuration not stated)	2	2	26	0.8	-1	.	33*
CN(C)CCCNC(=S)N(CCN(C)C)Cc1cc2cc3c(cc2[nH]c1=O)OCCO3	0	-5	-3	1.1	-11	19	5
O=C(CSc1nc(O)c(C2CCCCC2)c(=O)[nH]1)Nc1ccc(F)cc1	-5	.	-18	-3.2	3	-12	0
O=C(COc1ccccc1Cl)Nc1cccnc1	4	.	6	0.0	-29	-17	-1
COc1cc(F)ccc1-c1cc(C(=O)NCc2ccc(C(F)(F)F)cc2)[nH]n1	0	-3	-35	-2.4	-10	-31	1
Cc1cccc(Nc2n[nH]c(=S)s2)c1C	.	.	6	-0.8	-6	.	-1
Cc1nonc1OCCN1CCN(c2ccccc2[N+](=O)[O-])CC1	-5	.	-1	2.0	16	13	-1
C[C@H](CO)N1C[C@H](C)[C@H](CN(C)C(=O)c2ccncc2)OCc2ccccc2-c2ccccc2C1=O	5	.	5	-1.7	-3	-17	?
COc1cc2c(cc1OC)CN(S(=O)(=O)c1cccc(F)c1)CC2	2	1	0	-2.8	18	10	5
CCn1c(CNC(=O)c2ccccc2)nc2ccccc21	.	.	8	-1.1	-7	.	-1
